PglD DTNB: inhibitors of Campylobacter jejuni PglD acetyltransferase. purified PglD enzyme, DTNB colorimetric CoA detection. inhibition, % at 12.5 µM. actives 0.098% (n = 360,000); in the data active = inhibition above about 16%, passing the limit was not always enough; note: strong numbers were not always called active
GSIS activator: primary screen for activators of insulin secretion dependent on glucose, INS-1E cells, GLuc reporter luminescence; INS-1E GLuc reporter insulin secretion, 2-3 h; activation, % at 16.6 µM; actives 0.61% (n = 370,000); AID 743287;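 active = lowest replicate activation of at least 40%, so every replicate reaches that level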;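 note: 0% = median of neutral control wells and 100% = median of IBMX positive control wells; some compounds called inactive have numbers as strong as hits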
Cneo AK release: Cryptococcus neoformans lysis via adenylate kinase release; C. neoformans lysis, adenylate kinase release luminescence, 4 h; normalised: neutral wells 0, clomiphene wells 100; AID 651654; actives 0.2% (n = 360,000); lysis activity, % at 15 µM;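 active = mean lysis activity across replicates of at least 80%, whatever share of replicates individually reach that level; inactive = mean lysis activity below 80%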
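Material: C. neoformans cells; Schedule: 4 h static compound exposure, 37 °C, read 1 h post-reagent; Measured by: adenylate kinase release luminescence; Read-out: signal increase indicating cell lysis; Controls: Clomiphene as positive lysis control.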
PAX8 reporter: inhibitors of PAX8 transcriptional activity in RMG-I cells | actives 1.2% (n = 360,000) | inhibition, % at 12.6 µM | RMG-I TPO-luciferase reporter, SteadyGlo, 24 h;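 active = mean replicate inhibition at least 60% with every replicate also reaching 60%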;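 note: luciferase light reporting Pax8 driven TPO promoter activity; plate controls were median of neutral control wells for no effect and mitoxantrone controls for full effect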
Statin myotox sup: suppressors of simvastatin-induced myotoxicity in C2C12 myotubes | actives 0.78% (n = 330,000) | ATP luminescence, 48 h; scaled: DMSO 0, geranylgeraniol control 100 | AID 602340 | rescue of ATP level, % at 7.49 µM;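 active = mean ATP rescue above about 67%, or every replicate alone reaching that limit, limit read from the data, passing the limit was not always enough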;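 note: myotubes were challenged with 10 µM simvastatin during compound exposure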
PGC1a acetyl inh: PGC1a acetylation modulation, inhibitor mode. actives 0.17% (n = 350,000). U2OS PGC1a acetylation, AlphaScreen anti-acetyl-lysine; with virally co-expressed GCN5 acetyltransferase. inhibition, % at 15.6 µM;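 active = every replicate shows inhibition of at least 40%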;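 note: 0% = neutral control wells and 100% = positive control wells; some results beyond the cut were filed as inactive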
LGR2 inh: Drosophila LGR2 receptor signaling inhibition | inhibition, % at 9.99 µM | AID 720647 | actives 0.35% (n = 380,000) | HEK293 LGR2, CRE-luciferase, bursicon-stimulated, 4 h;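 active = drop in luminescence signal, shown as inhibition above about 50% in the replicate tests, limit read from the data, passing the limit was not always enough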;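 note: agonist challenge used bursicon conditioned medium at about half maximal strength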
ARNT TACC3 PPI: disruptors of human ARNT/TACC3 interaction; actives 0.66% (n = 390,000); inhibition, % at 9.99 µM; Q9Y6A5; AlphaScreen His-ARNT PAS-B/GST-TACC3 binding, luminescence; TACC3 fragment carries E629A point mutation;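 active = mean inhibition of replicates at least 50% and at least half of replicates each reaching 50%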;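 note: 0% = complete ARNT plus TACC3 wells and 100% = ARNT alone without TACC3; many hits fall short of the cut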
* = called active by the depositor; . = not tested or not shown; & = joins results of further samples. This is a subset (hit frequency here may not be typical).

SMILES	PglD DTNB	GSIS activator	Cneo AK release	PAX8 reporter	Statin myotox sup	PGC1a acetyl inh	LGR2 inh	ARNT TACC3 PPI
Cc1ccc(S(=O)(=O)NCCC(=O)Nc2ccc(Cl)cc2C(=O)c2ccccc2)cc1	.	-38	.	7	.	.	1	-2
O=C(Cc1cccnc1)N1CCCCN2[C@H](CO)[C@@H](c3ccc(C#CC4CCCC4)cc3)[C@@H]2C1	1	-22	40	-4	4	-10	0	-1
CN1C(=O)C(=Cc2coc3ccccc3c2=O)C(=O)N(C)C1=O	.	5	.	16	-7	0	-9	19
COP(=O)(OC)C1(Nc2ccc(C)cc2)CCCCC1	4	.	-2	.	0	8	.	9
COc1cccc(N2C(=O)/C(=C/c3ccc(C)o3)C(=O)NC2=S)c1	4	6	0	5	-9	.	-14	-7
Cc1cc(/C=C2\C(=O)NC(=O)N(c3ccc(Cl)cc3)C2=O)c(C)n1-c1cccc(C(=O)O)c1	-21	11	-1	1	-28	5	-5	5
O=C1C2CCN(CC2)C1Cc1ccc(OCCOc2ccccc2)cc1 (configuration not stated)	5	.	0	.	8	-1	.	-4
O=c1c2ccccc2nc(/C=C/c2ccc(O)cc2)n1-c1ccccc1O	-1	-20	-3	4	-10	1	4	-1
CN(C)CC#Cc1ccc([C@@H]2[C@@H](CO)N3CCCCN(C(=O)Cc4ccccn4)C[C@@H]23)cc1	0	0	-1	3	.	2	3	-4
Cc1ccc(Oc2cc(NN3CCCCC3)c([N+](=O)[O-])cc2[N+](=O)[O-])c([N+](=O)[O-])c1	-2	.	0	-1	-16	.	.	15
CN1CCC2(O)OCCCC2C1 (configuration not stated)	.	-13	-1	-25	4	.	5	5
COc1ccc(CCC(C)NCCc2ccccc2)cc1 (configuration not stated)	0	.	-2	.	7	-13	.	-3
COC(=O)C1=C(c2cccc(C#N)c2)C[C@@H]2CC[C@H]1N2C(=O)NCCNC(C)=O	3	-10	1	-17	3	.	-5	-2
C=CCN1C(=O)CSc2ccc(C(=O)N3CCC4(CC3)OCCO4)cc21	-3	7	-1	.	0	5	-2	-11
C=CCN1C(=O)NC(=O)/C(=C/c2ccc(OC)c(CSc3ccccn3)c2)C1=O	-12	.	-1	.	-3	-8	.	-10
CCNc1nc(Cl)nc(NC(C)C)n1	.	71*	.	7	.	.	-6	1
CC(=O)O[C@@H]1/C=C/[C@](C)(O)C[C@@H](C)C/C=C/[C@H]2[C@@H]3O[C@]3(C)[C@@H](C)[C@H]3[C@H](Cc4ccccc4)NC(=O)[C@@]312	4	.	0	.	-118	38	.	.
COc1ccccc1OC(=O)c1ccc(C)c(S(=O)(=O)N2CCOCC2)c1	2	-3	2	-6	-20	-7	-3	.
COC(=O)C1=C(c2ccc(-c3ccccc3)c(F)c2)C[C@@H]2CC[C@H]1N2C(=O)N1CCC(C)CC1	5	.	-3	20	7	.	.	6
COc1ccc(C#Cc2ccc([C@@H]3[C@H](CO)N4CCCCN(C(=O)Cc5ccncc5)C[C@@H]34)cc2)cc1	-7	1	5	-29	.	14	-9	12
O=C1NCN(c2ccccc2)C12CCN(C(c1nnnn1C1CCCC1)C1CC1)CC2 (configuration not stated)	0	1	-19	-4	-8	-13	6	.
Cc1cc(OC(C)C(=O)NCC(O)c2ccccc2)c2c3c(c(=O)oc2c1)CCCC3 (configuration not stated)	10	-4	2	23	2	-14	18	-5
CCOC(C[n+]1c(-c2ccccc2)cc(C)cc1-c1ccccc1)OCC	-3	-7	-3	67*	-32	.	13	-3
Clc1cccc(N2CCNCC2)c1Cl	-4	.	2	36	-15	-1	.	-5
COC(=O)C1=C(c2cccc(OCc3ccccc3)c2)C[C@@H]2CC[C@H]1N2C(=O)NCc1ccc(F)cc1	-2	-24	0	35	27	.	14	-2
(further entries)
SMILES	PglD DTNB	GSIS activator	Cneo AK release	PAX8 reporter	Statin myotox sup	PGC1a acetyl inh	LGR2 inh	ARNT TACC3 PPI
C/C(=N\NC(=O)c1ccccc1O)c1c(O)n(C2CCCCC2)c(=O)[nH]c1=O	5	-15	-1	15	6	4	-10	7
c1ccc(-c2ccc(-c3n(-c4ccccn4)c4ccccc4[n+]3-c3ccccn3)cc2)cc1	.	-31	.	21	.	.	37	5
Cc1nn(Cc2ccccc2Cl)c(C)c1C(=O)OCC(=O)NC1CCS(=O)(=O)C1 (configuration not stated)	.	9	.	14	.	.	1	5
CCN(CC)P(c1n(C)cc[n+]1C)N(CC)CC	-6	1	-3	14	13	.	21	-2
C[C@H](CO)N1C[C@H](C)[C@H](CN(C)C(=O)Oc2cccc3ccccc23)OCc2cn(nn2)CCCC1=O	.	14	.	11	6	6	-9	.
Cc1c2cnn(CC(=O)N3CCC4(CC3)OCCO4)c(=O)c2c(C)n1Cc1cccc(Cl)c1	2	-1	-17	-15	6	2	14	1
COc1ccc(CC[n+]2cc(/N=C(\C)[O-])on2)cc1OC	4	1	1	.	9	3	8	-9
COc1ccccc1C1CC2CCC(C1OC(C)=O)N2Cc1ccccc1 (configuration not stated)	-4	-2	-2	-5	6	-16	6	-3
COc1ccc(OC)c(NP(=O)(Oc2ccc(Cl)cc2)Oc2ccc(Cl)cc2)c1	0	-6	4	27	.	-1	-33	-2
Cn1c(O)c(C(=Nc2ccccc2)SCc2ccccc2Cl)c(=O)n(C)c1=O	10	.	1	-10	.	0	.	3
COC(=O)[C@@H]1N[C@@H]2c3ccc(C4=CCCC4)c(=O)n3C[C@@H]2[C@H]1CO	3	-3	-1	.	8	.	-60	3
CC(=O)N(C)C1=Nc2ccc(Cl)cc2C(c2ccccc2)=[N+]([O-])C1	2	56	0	14	10	5	7	-6
O=C(/C=C/c1ccccc1)N1Cc2ccccc2-n2nncc2C1	.	-8	.	10	1	-9	-8	.
CN(C)[C@@H]1C(=O)C(C(N)=O)=C(O)[C@@]2(O)C(=O)C3=C(O)c4c(O)cccc4[C@@](C)(O)C3[C@H](O)C12 (some centres not stated)	3&-2	-1	3&-1	6	8&3	-4&2	0	45*
COC(=O)[C@@H]1[C@@H](CO)[C@@H]2Cn3c(ccc(-c4ccc(F)cc4)c3=O)[C@H]1N2Cc1ccccc1	1	-7	1	-15	32	.	-7	-7
COC(=O)OCC12CCC(O1)C1(C)C(=O)OCC21 (configuration not stated)	1	2	0	-5	0	7	3	2
CCn1c(C)c(C(=O)Nc2ccc(OC)cc2)c2cc(OC)ccc21	-4	7	-1	-84	-42	5	-33	-3
CN1CCC(OC(=O)c2cccc(F)c2)CC1	.	-4	.	-12	.	.	-4	-17
O=[N+]([O-])/C(Cl)=C1\NCCN1Cc1ccc(Cl)nc1	.	-4	.	15	.	-7	-6	7
O=c1[nH]c(=O)n(-c2cccc3ccccc23)c(O)c1C=NCCCn1ccnc1	7	.	0	.	7	.	.	-7
Cc1cccc(NC(=O)CN2CCN(C(=O)COc3cccc(Br)c3)CC2)c1C	0	-35	0	11	9	6	-2	4
CCc1ccc(N2C(=O)NC(=O)C(CCc3ccncc3)(CCc3ccncc3)C2=O)cc1	.	29	.	15	.	.	-17	0
COc1ccc(OCCSc2nnnn2C2CCCCC2)cc1	.	.	1	.	0	-3	.	-3
CCC(=NCC1CCCO1)c1c(O)n(-c2ccc(OC)cc2)c(=O)[nH]c1=O (configuration not stated)	3	.	13	1	-5	8	.	-4
Fc1ccc(CCNCc2ccc(Br)cc2)cc1	16	-10	2	-18	-12	5	8	.

10 structures already listed, sorted by number of heavy atoms, low to high:
SMILES	PglD DTNB	GSIS activator	Cneo AK release	PAX8 reporter	Statin myotox sup	PGC1a acetyl inh	LGR2 inh	ARNT TACC3 PPI
CN1CCC2(O)OCCCC2C1 (configuration not stated)	.	-13	-1	-25	4	.	5	5
CN1CCC(OC(=O)c2cccc(F)c2)CC1	.	-4	.	-12	.	.	-4	-17
O=[N+]([O-])/C(Cl)=C1\NCCN1Cc1ccc(Cl)nc1	.	-4	.	15	.	-7	-6	7
COP(=O)(OC)C1(Nc2ccc(C)cc2)CCCCC1	4	.	-2	.	0	8	.	9
CN1C(=O)C(=Cc2coc3ccccc3c2=O)C(=O)N(C)C1=O	.	5	.	16	-7	0	-9	19
CC(=O)N(C)C1=Nc2ccc(Cl)cc2C(c2ccccc2)=[N+]([O-])C1	2	56	0	14	10	5	7	-6
O=c1c2ccccc2nc(/C=C/c2ccc(O)cc2)n1-c1ccccc1O	-1	-20	-3	4	-10	1	4	-1
Cn1c(O)c(C(=Nc2ccccc2)SCc2ccccc2Cl)c(=O)n(C)c1=O	10	.	1	-10	.	0	.	3
COC(=O)C1=C(c2cccc(C#N)c2)C[C@@H]2CC[C@H]1N2C(=O)NCCNC(C)=O	3	-10	1	-17	3	.	-5	-2
CCc1ccc(N2C(=O)NC(=O)C(CCc3ccncc3)(CCc3ccncc3)C2=O)cc1	.	29	.	15	.	.	-17	0

(next part)
SMILES	PglD DTNB	GSIS activator	Cneo AK release	PAX8 reporter	Statin myotox sup	PGC1a acetyl inh	LGR2 inh	ARNT TACC3 PPI
CC1(C)C2CC=C(CN3CCC(O)CC3)C1C2 (configuration not stated)	-2	0	0	.	-23	-3	7	-9
CN1C(=O)C(=Cc2c(OCc3cnc(Cl)s3)ccc3ccccc23)C(=O)N(C)C1=O	.	.	.	-73	-4	.	-39	5
COc1ccc2ccccc2c1CNCCc1ccccc1	-5	4	-4	22	-16	5	-5	7
COc1ccc(CCN(C)Cc2ccc(F)cc2F)cc1OC	5	15	-1	.	6	-10	-6	-8
CN(C)C(=O)Oc1cc(OC(=O)N(C)C)cc(C(O)CNC(C)(C)C)c1 (configuration not stated)	-2&2	.	-1&-2	-5&-7	10&5	-1&0	8&7	1&-1
CCCCn1c(O)c(C(C)=Nc2ccc(OCC)cc2)c(=O)[nH]c1=O	1	.	-2	.	5	.	.	1
Cc1ccc(OC(=O)N(C)C[C@@H]2OCc3ccccc3-c3c(n(C)c4ccccc34)C(=O)N([C@H](C)CO)C[C@@H]2C)cc1	.	7	.	-19	.	4	-4	.
N#Cc1ccc(Cn2cc(C(=O)c3ccco3)c3ccccc32)cc1	-1	.	-9	3	.	-2	.	4
CC(C)c1ccc(C2N3CCCN23)cc1 (configuration not stated)	.	10	.	-24	.	.	0	-8
Cc1cccc(-n2c(C)nc3cc(C(=O)N4CCC5(CC4)OCCO5)ccc32)c1	-2	18	-2	.	2	-3	14	0
COC(=O)C1=C(c2cc3ccccc3o2)C[C@@H]2CC[C@H]1N2C(=O)N1CCC(C)CC1	2	7	-4	-14	-4	-21	5	9
CC(=O)O[C@@]12CO[C@@H]1C[C@H](O)[C@@]1(C)C(=O)[C@H](O)C3=C(C)[C@@H](O)C[C@@](O)([C@@H](OC(=O)c4ccccc4)C12)C3(C)C (some centres not stated)	-4	-1	6	.	7	-3	9	-3
C/C=C/c1ccc2c(c1)OCO2	0	5	2	.	3	-7	-13	.
CN(C)P1(=O)N(C)CCN1C	-2	6	-2	-11	0	-17	12	.
O=C(O)[C@@H]1[C@@H](CO)[C@@H]2Cn3c(ccc(-c4cccc(F)c4)c3=O)[C@H]1N2CCc1ccccc1	-2	2	-3	-1	-19	-1	1	8

2 entries from above, with two lines to a compound:
Value order – PglD DTNB | GSIS activator | Cneo AK release | PAX8 reporter | Statin myotox sup | PGC1a acetyl inh | LGR2 inh | ARNT TACC3 PPI
COC(=O)C1=C(c2cc3ccccc3o2)C[C@@H]2CC[C@H]1N2C(=O)N1CCC(C)CC1
  2 | 7 | -4 | -14 | -4 | -21 | 5 | 9
CC(=O)O[C@@]12CO[C@@H]1C[C@H](O)[C@@]1(C)C(=O)[C@H](O)C3=C(C)[C@@H](O)C[C@@](O)([C@@H](OC(=O)c4ccccc4)C12)C3(C)C (some centres not stated)
  -4 | -1 | 6 | . | 7 | -3 | 9 | -3

From PubChem
